Screens (PubChem)
bCat nuc transl: modulators of beta-catenin nuclear translocation, primary screen, imaging, HeLa cells, immunofluorescence, high-content | AID 1665, 2009 | 190,000 tested, 0.3% active | nuclear translocation activity, % at 5 µM;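 active = nuclear translocation activity above 50% at 5 µM, with a well cell count of 50 or more; inconclusive = wells under 50 cells across six images, flagged as toxic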;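 note: per-cell ratio of nuclear to cytoplasmic median beta-catenin stain intensity; plate controls were DMSO negative control for no effect and GSK-3 inhibitor IX positive control for full effect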
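System: HeLa cells, endogenous beta-catenin; compound dosing: 5 µM primary single dose, 0.1% DMSO, 0.02–20 µM confirmation series; incubation: 24 h compound exposure at 37°C, 5% CO2; signal: beta-catenin immunofluorescence imaging with DAPI; evaluation: % activation, nuclear-to-cytoplasmic median beta-catenin signal ratio per cell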
Autophagy HCS: autophagy modulators in MEF cells, primary screen, imaging, high-content, MEF GFP-LC3; MEF GFP-LC3 puncta imaging; test concentration mostly 10 µM; calls only at 10 µM (by protocol); 190,000 tested, 0.98% active;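 active = percentage of spot-positive cells more than 3 SD above its plate mean, without a fluorescence outlier flag or 80% toxicity; inconclusive = no clear call, values can overlap the other calls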;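 note: spot-positive cell cutoff set from DMSO-treated cells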
T cell modulator: modulators of CD8 T cell-vesicle binding, primary screen, mouse 2C CD8+ T cells, flow cytometry. calls only at 7 µM. 2C CD8+ T cell-vesicle binding; hits give low values. 330,000 tested, 0.068% active. AID 2052, 2009;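 active = response, share of CD8 T cells binding vesicles, and their 90th percentile fluorescence all below set limits, cut at about 80% in these data, passing the limit was not always enough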
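Read-out – percent CD8+ FL2 mean versus row control · System – murine 2C transgenic CD8+ T lymphocytes · Times – 1.5 h cell–vesicle binding at 37 °C, then 20 min icy labelling · Control set – naked vesicles low, QL9 vesicles with vehicle high · Detection – cytometric PE anti-B7-1 and Alexa647 anti-CD8 signals after 1% paraformaldehyde fixation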
Lipid droplet: inhibitors of hepatocyte lipid droplet formation, primary screen, imaging, high-throughput imaging, BODIPY stain. 240,000 tested, 0.4% active. AML12 mouse hepatocytes, oleate lipid droplets. AID 1656, 2009. inhibition, % at 6.5 µM;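 active = lipid droplet intensity inhibited by at least 50%, with more than 500 cells counted; inconclusive = wells with under 300 cells, treated as cytotoxic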
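Test system: AML12 hepatocytes (mouse); reagent: oleate loading, 100 µM; dosing: one dose, 6.5 µM compound; incubation: overnight exposure; signal: fluorescence imaging, 20x objective, two fields per well; read-out basis: % inhibition of corrected integrated BODIPY droplet signal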
Dynein cargo inh: inhibitors of GR-EGFP nuclear translocation, primary screen, dynein cargo transport inhibitor project, imaging, high-content, 3617.4 mouse cells; z-score, hits read low; 220,000 tested, 0.47% active; test concentration mostly 20 µM; stimulated with dexamethasone, 1 µM; hits give low values;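 active = plate z-score of nuclear minus cytoplasmic receptor signal below a set negative limit, without overly bright fluorescence or cell loss, cut at about -3.5 in these data, passing the limit was not always enough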;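 note: z-score of nuclear minus cytoplasmic ring GR-EGFP intensity difference per well; some compounds called inactive have numbers as strong as hits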
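Schedule: 48 h induction, then 1 h compound, then 30 min agonist, 37 °C. Buffer or medium: tetracycline-free induction medium containing charcoal-stripped FBS. Reagent: 1.0 µM final dexamethasone stimulus. Evaluation: nuclear versus cytoplasmic GR-EGFP signal, averaged per well. Signal: high-content fluorescence imaging after fixation.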
Ins promoter up: insulin promoter activators in MIN6 cells, imaging, high-content screening, mouse beta cells; 190,000 tested, 0.3% active; z-score at 5 µM; MIN6 insulin promoter-GFP reporter; hits give high values;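 active = z-score above 3 at 5 µM with at least 500 cells counted in the well; inconclusive = wells under 500 cells, flagged as cytotoxic or low count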
MT stabilize HCS: microtubule stabilizers in HeLa cells, primary screen, imaging, high-content imaging. % tubulin-high responders, % at 10 µM. 200,000 tested, 0.83% active. HeLa tubulin immunostaining HCS, 24 h; share of cells brighter than vehicle mean+2SD;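 active = plate Z-score above 3 for both tubulin-high and condensed-nucleus cell shares, with cell loss under 80%, at 10 µM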;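 note: anti alpha tubulin signal scored within the nucleus-defined area of each cell; some results filed as inactive read as strong as hits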
ER stress rescue: rescue of cells from ER stress-induced death, primary screen, 384-well, CSM14.1, thapsigargin, ATP luminescence (AID 1222); CSM14.1 thapsigargin-induced death rescue, ATP luminescence; higher % means a stronger effect; cellular ATP content (survival), % at 20 µM, or EC50 in µM where a hit was titrated; 190,000 tested, under 10 active;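 active = EC50 below 50 µM in the dose-response confirmation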;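 note: death triggered by thapsigargin at about 15 µM added after 2 h compound pretreatment; cell ATP read after overnight thapsigargin exposure of roughly 18 to 22 hours; normalized against plate controls of thapsigargin alone and 5% DMSO vehicle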
PhoP inhibition: inhibitors of PhoP regulon expression, primary screen, Salmonella Typhimurium, GFP reporter (AID 1863); 300,000 tested, 0.16% active; inhibition, % at 50 µM, or IC50 in µM where a hit was titrated; S. Typhimurium PhoP-regulated promoter GFP reporter, 4 h; higher % means a stronger effect;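 active = inhibition over 29.93%, a cutoff 3 SD above the screen mean, later confirmed by dose response; inconclusive = inhibition over 29.93% but no dose response follow-up; inactive = inhibition at most 29.93% or unconfirmed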;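 note: 0% = low Mg2+ inducing control and 100% = high Mg2+ repressing control; strong numbers were not always called active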
Dynein cargo inh cytoplasmic EGFP: also measured in Dynein cargo inh; calls as there; z-score; measured here: cytoplasmic GR-EGFP intensity; hits give high values
Dynein cargo inh nuclear GR-EGFP: also measured in Dynein cargo inh; calls as there; z-score; measured here: nuclear GR-EGFP intensity;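 lower value marks the stronger effect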
Dynein cargo inh cell count: recorded beside Dynein cargo inh, whose call it bears; z-score; measured here: cell count per field
Ins promoter up cell count: further read-out of Ins promoter up, marked with its call; cell count; measured here: cytotoxicity, nuclei count;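 total cells summed across four imaged fields per well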
Lipid droplet cells 6.5 µM: also measured in Lipid droplet; calls as there; cell count; measured here: cell count, cytotoxicity flag;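 cells counted across two imaged fields per well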
bCat nuc transl cell count 5 µM: recorded beside bCat nuc transl, whose call it bears; cell count; measured here: cell count, cytotoxicity flag
T cell modulator vesicle-bound %: further read-out of T cell modulator, marked with its call; double positive events, %; measured here: CD8+ vesicle-bound cell fraction;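 binding gate set so that unloaded-vesicle control wells show 10% double positive cells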
MT stabilize HCS Hoechst-high %: further read-out of MT stabilize HCS, marked with its call; % Hoechst-high responders; measured here: nuclear condensation Hoechst responders;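 share of cells brighter than vehicle mean plus two SD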
MT stabilize HCS cytotoxicity %: second read-out of MT stabilize HCS, no call of its own (marks repeat the call); toxicity, %; measured here: cytotoxicity by cell density;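 0% = mean cell density of plate MIN control wells and 100% = no cells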
Autophagy HCS cell loss 18 h: second read-out of Autophagy HCS, no call of its own (marks repeat the call); toxicity, %; measured here: cell loss, nuclei count;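 cell loss after 18 h compound exposure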
* = called active by the depositor; i = inactive; u = inconclusive; x = no result given.

SMILES	bCat nuc transl	bCat nuc transl cell count 5 µM	Autophagy HCS	Autophagy HCS cell loss 18 h	T cell modulator	T cell modulator vesicle-bound %	Lipid droplet	Lipid droplet cells 6.5 µM	Dynein cargo inh	Dynein cargo inh cytoplasmic EGFP	Dynein cargo inh nuclear GR-EGFP	Dynein cargo inh cell count	Ins promoter up	Ins promoter up cell count	MT stabilize HCS	MT stabilize HCS Hoechst-high %	MT stabilize HCS cytotoxicity %	ER stress rescue	PhoP inhibition
Cc1nn(Cc2cccc(C(=O)N3CCCC(C)C3)c2)c(C)c1[N+](=O)[O-] (stereo unspecified)	1.7	511	i	-0.4	i	43.6	-7.7	660	-0.663	-0.306	-0.688	1.12	-0.23	1216	3.4	3.4	5.8	0.0%	-4.7%
CC(C)(C)c1nc(SCC(=O)N2CC(=O)Nc3ccccc32)c2ccccc2n1	-1.1	998	i	1.1	i	32.9	-8.9	723	-1.32	-0.234	-0.715	0.791	0.09	1434	1.2	1.5	8.8	-1.6%	-7.3%
COc1cccc(/C=C/C(=O)OCC(=O)NCC2CCCO2)c1OC (stereo unspecified)	-0.9	1082	i	4.7	i	50.7	2.1	697	-0.0871	-0.194	-0.269	-0.0506	0.45	1430	1.6	3.9	9.1	-2.8%	-5.2%
CCCCc1nc(SCC(=O)Nc2nnc(CCCC)s2)n[nH]1	-0.2	950	i	17.0	i	15.7	-3.5	690	-0.337	-0.117	0.0215	0.512	-0.32	1600	2.7	1.6	6.6	-0.4%	3.7%
Cc1cc(C)nc(NS(=O)(=O)c2ccc(NC(=O)CSc3ncn[nH]3)cc2)n1	0.9	1475	i	-2.6	i	66.9	-3.1	686	0.919	-0.258	0.35	0.162	x	x	2.0	2.9	4.0	0.5%	2.1%
CC(=O)c1ccc(NC(=O)COC(=O)c2ccccc2Nc2ccccc2)cc1	-1.1	1045	i	11.3	i	33.3	-1.3	646	1.35	-0.147	0.667	-0.945	-0.82	1255	2.0	2.1	7.5	0.7%	2.3%
O=C(NCc1ccccc1)C1CCCN(c2nc3ccsc3c(=O)s2)C1 (stereo unspecified)	1.8	1007	i	-6.5	i	35.9	5.3	706	-0.11	-0.289	0.447	-0.108	-0.18	1270	4.4	4.2	7.6	3.0%	-6.0%
CCn1c(COc2cccc(C)c2)nnc1SCC(=O)CC(=O)Nc1ccccc1OC	-0.6	1193	i	-49.0	i	26.7	x	x	-0.164	-0.244	0.294	0.307	0.14	1112	1.9	1.2	8.6	3.4%	12.4%
Cc1cc(C2=NNC(=NC3CC3)SC2)c(C)n1Cc1ccco1	36.0	689	i	18.7	i	45.8	6.7	678	1.37	-0.0519	0.774	-1.1	-2.38	950	5.4	8.8	3.8	-7.0%	31.9%
CSCCC(NS(=O)(=O)c1ccc(C)c(C(=O)O)c1)C(=O)O (stereo unspecified)	-5.2	1050	i	-7.7	i	52.9	8.2	682	0.567	-0.247	0.59	0.297	0.13	1087	9.0	2.5	12.6	-0.6%	-1.5%
Cc1ccc(SCCC(=O)NC(C)C)cc1	2.2	932	i	-2.1	i	30.0	-23.7	768	-0.423	-0.227	0.0726	0.267	x	x	3.0	1.7	6.3	-2.6%	2.8%
O=C1CSc2ccc(C(=O)NCCC3=CCCCC3)cc2N1	x	x	i	3.3	i	8.6	x	x	-0.418	-0.213	-0.899	0.302	x	x	3.0	2.2	8.7	1.5%	2.7%
NC(=O)Oc1cccc(OC(N)=O)c1	0.4	1060	x	x	i	52.4	4.0	667	0.511	-0.187	0.291	-1.17	0.3	1406	x	x	x	x	-5.6%
CCn1c(Cc2ccccc2)nnc1SCC(=O)Nc1nc2ccccc2s1	x	x	i	10.4	i	35.5	6.5	725	0.98	-0.135	0.72	-1.99	x	x	3.9	1.5	1.3	-2.3%	-5.8%
C=CCN1CC(C(=O)N2CCC(Cc3ccc(Cl)cc3)(C(=O)OCC)CC2)CC1=O (stereo unspecified)	1.3	1284	x	x	i	47.2	-9.2	752	0.461	-0.246	0.685	-0.302	-0.19	1042	x	x	x	x	-6.4%
CCn1ncc(Br)c1C(=O)Nc1nccs1	-0.8	1104	i	-12.9	i	6.3	-3.1	655	-0.0397	-0.178	-0.198	-0.585	-0.4	1864	2.6	1.5	3.5	-0.6%	-8.9%
CCCCCc1ccc(OCCC[n+]2ccccc2)c(CCCCC)c1	3.5	971	x	x	i	19.1	-8.2	687	-0.741	-0.277	-0.37	1.25	u	x	x	x	x	x	83.2µM*
CCCNC(=O)Cn1c(=O)oc2ccccc21	2.1	1397	i	-25.4	i	57.0	x	x	0.099	-0.133	0.235	0.0672	0.22	1561	2.7	2.2	6.1	-1.1%	-3.3%
CC(C)C(CO)NC(=O)CC(=O)NC(CO)C(C)C (stereo unspecified)	2.3	1101	i	-6.5	i	5.1	4.4	726	0.361	0.417	1.08	-0.166	-0.13	1278	2.7	0.5	4.8	0.1%	2.7%
COc1ccc(S(=O)(=O)N2CCN(CC(=O)Nc3cc(OC)cc(OC)c3)CC2)cc1	0.0	1358	i	-1.4	i	24.8	x	x	0.568	-0.225	-0.0369	0.375	0.18	1470	1.1	0.9	3.7	2.5%	-2.9%
Cc1noc(C(=O)Nc2c(C)nn(Cc3ccccc3)c2C)c1Cl	5.5	1209	i	6.2	i	25.5	x	x	0.197	-0.247	0.329	0.61	-0.23	975	4.7	2.8	7.0	0.7%	5.5%
Cc1nn(CC2CC2)c(=O)n1-c1ccccc1	1.1	1059	i	-4.9	i	31.4	-1.9	669	0.622	-0.383	0.157	-0.682	-0.3	1251	4.7	2.0	5.4	x	1.8%
CC1CN(C(=O)CCc2ccccc2)C(C)CN1C(=O)CCc1ccccc1 (stereo unspecified)	-2.1	1391	i	-5.5	i	61.2	x	x	-0.297	0.226	0.223	-0.415	-0.13	1539	3.1	2.3	3.7	-1.5%	18.3%
Cc1ccc(C)c(OCC(=O)N2CCN(C(=O)c3ccco3)CC2)c1	-3.0	557	i	24.4	i	8.1	1.6	642	0.403	-0.186	0.382	-0.217	-0.32	1337	4.6	1.7	2.2	1.6%	-1.4%
Cc1cc(C)n2[nH]c(=O)c(N=Nc3cccc(C(F)(F)F)c3)c2n1	1.5	1261	i	-11.8	i	48.4	2.7	689	1.77	-0.163	1.5	-0.509	-0.64	926	1.7	1.2	10.0	0.3%	6.5%
CC(=O)Nc1ccc2sccc2c1	2.1	1076	i	-9.3	i	36.6	-1.6	701	1.22	-0.165	0.775	-0.0359	0.49	1227	4.0	2.0	8.6	x	-7.9%
COc1ccc(N2C(=O)C3C(c4ccc(C(=O)O)cc4)NC(Cc4ccccc4)(C(=O)O)C3C2=O)c([N+](=O)[O-])c1 (stereo unspecified)	-1.6	833	i	7.3	i	58.4	1.5	550	0.104	-0.0708	0.768	0.604	-0.41	1532	2.8	1.8	1.9	-2.5%	-5.8%
CCOC(=O)c1c(C)n(CC(O)CN(C)C)c2cc(Br)c(OC)cc12 (stereo unspecified)	-5.1	1193	i	23.8	i	56.6	16.9	685	-0.552	-0.0613	-0.188	0.392	0.11	1475	3.5	2.5	5.0	-1.6%	-2.6%
O=C(Nc1ccc(CN2CCCCC2)cc1)Nc1ccccc1Cl	0.1	849	i	9.4	i	55.5	-8.2	668	-0.101	-0.333	0.466	0.673	x	x	3.1	2.5	6.5	-0.4%	2.8%
CC(NC(=O)/C(C#N)=C/c1cn[nH]c1-c1ccccc1)c1ccccc1 (stereo unspecified)	-0.9	1460	i	-21.3	i	41.6	x	x	0.801	-0.158	0.777	0.552	1.68	1326	2.3	1.9	8.2	-1.4%	19.5%
Cc1cccc(NC(=O)CSc2nc3nc(C)cc(C)c3c(=O)[nH]2)c1	-1.1	1396	i	24.1	i	45.6	x	x	-0.496	-0.354	-0.138	0.516	-0.06	1690	1.4	1.1	7.8	-1.0%	3.6%
Cc1nnc(-c2cnn(C)c2N)n1CCCN1CCOCC1	-0.4	1078	i	11.3	i	34.7	x	x	1.2	-0.207	0.854	0.0995	-0.49	1370	4.1	3.6	8.7	-0.1%	3.6%
